# Source: PubChem BioAssay
# GAA850 FXN act – FXN promoter activators, primary screen, cell-based, luciferase luminescence, HEK293 lucGAA850; 360,000 compounds, 0.56% hits; activation, % at 6 µM; HEK293 lucGAA850 FXN promoter luciferase reporter, 24 h; percent of 10 µM SAHA response;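 active = activation above the average of all compounds screened plus 3 SD, cutoff fixed separately per campaign, cut at about 7.5% in these data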;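 also: 0% = DMSO wells and 100% = 10 µM SAHA wells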
# SMARCA2 activ – SMARCA2 (BRM) function activators, primary screen, cell-based, luminescence, high throughput; AID 652017, 2013; activation, % at 9.1 µM; MG213 cells, MMTV-luciferase reporter, dexamethasone, overnight; 370,000 compounds, 1% hits; in the data active = activation above about 7.8%;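 also: 0% = vehicle wells and 100% = reference activator wells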
# hcDAF12 agonist – H. contortus DAF-12 nuclear receptor activators, primary screen, cell-based, luminescence, HEK293, lit1-tk-luc reporter | 370,000 compounds, 1.4% hits | AID 652067, 2013 | activation, % at 6.8 µM | HEK293 hcDAF-12 lit1-tk-luc reporter; 0% DMSO, 100% Δ7-dafachronic acid;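 active = activation above the mean of all tested compounds plus 3 SD, cut at about 5.5% in these data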;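 also: 100% = response to 3 µM Δ7-dafachronic acid high control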
# ADAM17 inh – ADAM17 inhibitors, primary screen, biochemical, QFRET | Disintegrin and metalloproteinase domain-containing protein 17 (Homo sapiens), P78536 | recombinant ADAM17, EDANS/DABCYL FRET peptide cleavage | inhibition, % at 6.95 µM | 370,000 compounds, 0.83% hits;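 active = inhibition above the mean of compounds lying between control limits plus 3 SD, set per campaign, cut at about 8.5% in these data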;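 also: 0% = DMSO-only wells as the low control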
# PG9 Ab binder – binders of HIV-1 gp120 antibody PG9, primary screen, biochemical, TR-FRET; 360,000 compounds, 0.43% hits; AID 624416, 2012; inhibition, % at 6.7 µM; HIV-1 gp120 / PG9 antibody interaction; TR-FRET gp120-PG9 antibody binding; in the data active = inhibition above about 8.5%
# GC-A act – GC-A stimulated cGMP production enhancers – HEK293 GC-A cells, cGMP TR-FRET, EC30 ANP, primary screen; 0% at EC30 ANP, 100% saturating ANP; 370,000 compounds, 0.14% hits; Atrial natriuretic peptide receptor 1 (Homo sapiens), P16066; activation, % at 10 µM; in the data active = activation above about 40%
# hgDAF-12 ag – H. glycines DAF-12 receptor agonists, primary screen, cell-based, luminescence, HEK293, GAL4 fusion, UAS-luciferase; HEK293 GAL4-hgDAF12 UAS-luciferase reporter, agonist luminescence; normalized to butyrate control; activation, % at 6.8 µM; 370,000 compounds, 1.8% hits; AID 687014, 2013;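 active = activation above a cutoff set at the mean of all screened compounds plus 3 SD, cut at about 10% in these data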;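 also: 0% = DMSO wells and 100% = sodium butyrate wells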
# ssDAF-12 act – S. stercoralis DAF-12 nuclear receptor activators, primary screen, cell-based, luminescence, HEK293, GRIP1 co-expression, lit1-tk-luc; HEK293 ssDAF-12/GRIP1 lit1-tk-luc reporter; % of 3 µM dafachronic acid response; 370,000 compounds, 1% hits; Nuclear hormone receptor DAF-12 (Strongyloides stercoralis); activation, % at 6.8 µM;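 active = activation above the mean over all tested compounds plus 3 SD, cut at about 0.9% in these data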;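 also: 0% = DMSO-only wells and 100% = 3 µM delta7-dafachronic acid wells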
# ADAM10 inh – human ADAM10 inhibitors, primary screen, biochemical, QFRET, HTS | Disintegrin and metalloproteinase domain-containing protein 10 (Homo sapiens), O14672 | recombinant ADAM10, EDANS/DABCYL FRET peptide cleavage, 3 h | inhibition, % at 7 µM | 370,000 compounds, 0.62% hits | AID 720582, 2013;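 active = inhibition above a per-campaign cutoff equal to the mean of compounds falling between control-based bounds plus 3 SD, cut at about 20% in these data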;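 also: 0% = DMSO wells while the 100% control is not disclosed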
# Target sequence (O14672 214-748 limits assumed): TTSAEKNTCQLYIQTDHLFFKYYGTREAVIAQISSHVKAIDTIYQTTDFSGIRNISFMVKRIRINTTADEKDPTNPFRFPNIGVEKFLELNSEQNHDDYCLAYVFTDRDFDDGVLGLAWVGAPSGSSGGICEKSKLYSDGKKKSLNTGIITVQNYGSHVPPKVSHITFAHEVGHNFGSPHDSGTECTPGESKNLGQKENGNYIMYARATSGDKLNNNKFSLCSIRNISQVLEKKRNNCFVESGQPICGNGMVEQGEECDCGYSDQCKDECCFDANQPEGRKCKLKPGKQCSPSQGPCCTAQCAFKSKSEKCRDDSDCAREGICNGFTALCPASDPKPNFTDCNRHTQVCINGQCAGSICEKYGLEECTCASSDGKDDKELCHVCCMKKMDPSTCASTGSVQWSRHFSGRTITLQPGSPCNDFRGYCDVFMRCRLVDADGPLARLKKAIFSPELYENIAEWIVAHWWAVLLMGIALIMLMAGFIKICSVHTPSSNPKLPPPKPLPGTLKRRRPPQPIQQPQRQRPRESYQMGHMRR
# DAX1 inh-1 – DAX1 (NR0B1) inhibitors, primary screen, cell-based, HEK293, Gal4-DAX1, luciferase luminescence | Nuclear receptor subfamily 0 group B member 1 (Homo sapiens), P51843 | 340,000 compounds, 0.99% hits | HEK293 Gal4-DAX1 luciferase reporter | AID 504766, 2011 | inhibition, % at 6.75 µM;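 active = inhibition above the mean over all tested compounds plus 3 SD, cut at about 4.2% in these data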;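 also: 0% = DAX1-transfected cells with DMSO and 100% = empty-vector control cells with DMSO; inhibition shows as a rise in luminescence from relieved DAX1 repression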
# Target sequence (P51843 207-470 limits assumed): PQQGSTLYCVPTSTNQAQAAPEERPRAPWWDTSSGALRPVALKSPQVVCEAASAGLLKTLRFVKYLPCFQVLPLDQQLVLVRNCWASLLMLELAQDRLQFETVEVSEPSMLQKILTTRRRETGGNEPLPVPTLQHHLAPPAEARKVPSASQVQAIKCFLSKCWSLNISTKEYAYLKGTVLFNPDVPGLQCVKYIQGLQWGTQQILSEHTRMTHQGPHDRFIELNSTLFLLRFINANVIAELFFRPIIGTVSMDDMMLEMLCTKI
# DAX1 inh-2 – DAX1 (NR0B1) inhibitors on StAR promoter, primary screen, cell-based, luminescence, SF-1 (NR5A1), full-length DAX-1; HEK293T StAR-luciferase reporter, SF-1/DAX-1 repression relief; inhibition, % at 6.8 µM; 370,000 compounds, 1.1% hits; AID 652010, 2013;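 active = inhibition above the mean over all tested compounds plus 3 SD, cut at about 3.6% in these data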;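 also: 0% = DAX-1 cells with DMSO and 100% = cells lacking DAX-1 with DMSO; higher inhibition means more luminescence from relief of DAX-1 repression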
# * hit, by the source's call; x = not tested or not shown.
SMILES,GAA850 FXN act,SMARCA2 activ,hcDAF12 agonist,ADAM17 inh,PG9 Ab binder,GC-A act,hgDAF-12 ag,ssDAF-12 act,ADAM10 inh,DAX1 inh-1,DAX1 inh-2
CCOCCCNC(=O)CN1N=C(c2ccc(C)cc2)CCC1=O,0.6,-2,-0.5,-3,-0.2,1,-0.1,-1.1,-1,1.8,0.1
CC1CCC(NC(=O)CN(C)S(=O)(=O)c2cnc[nH]2)CC1 (stereo not given),2.5,1,0.1,-3,-0.8,-2,1.0,-1.6,0,0.8,-0.8
NC(=O)CSc1nnc(CSc2ncccn2)n1-c1ccccc1,0.6,-1,-0.9,-3,-1.1,-3,1.9,-0.8,-8,0.6,-0.4
COc1cccc(NC(=O)Cc2nnc(SCC(=O)NC3CCCCC3)n2C)c1,0.6,2,1.0,0,-2.1,-6,0.5,-0.8,5,-2.2,-0.1
O=C(Nc1ccc(F)c(Cl)c1)C1CC2CCC1C2 (stereo not given),0.6,-2,-1.4,1,-0.8,2,-0.1,-0.9,8,1.3,-0.3
COc1ccc(C(=O)Nc2nc3ccc(OC)cc3s2)cc1,3.5,4,1.2,-14,-0.4,10,7.6,-0.8,-56,1.7,0.6
O=C(Nc1ccc(F)cc1)C(c1ccccc1OC(F)(F)F)N1CCN(c2cccc(C(F)(F)F)n2)CC1 (stereo not given),x,7,0.7,-1,-1.8,-6,-0.1,-0.8,-10,x,-1.1
CC1CCC2C(=O)N(c3cc(Cl)ccc3OC(=O)c3ccco3)C(=O)C2C1 (stereo not given),0.0,0,0.7,1,-1.5,3,-0.8,-1.1,6,1.5,-0.2
Cc1c(NC(=O)c2ccc3c(c2)OCO3)cccc1-c1nc2ncccc2o1,0.2,-1,-1.7,-3,0.0,-1,-2.5,0.7,-2,-1.8,-1.4
Cc1cccc(NC(=O)C2COc3ccccc3O2)n1 (stereo not given),0.6,3,-1.6,0,0.4,-3,1.2,-1.3,-4,0.4,0.4
CCOC(=O)c1ccc(NC(=O)c2cc(S(=O)(=O)N3CCOCC3)ccc2O)cc1,-2.3,-2,-0.5,-4,-0.5,-2,-0.7,-1.1,-5,0.0,-0.1
Cc1cc(=O)oc2cc(OC(C)C(=O)Nc3ccc(N4CCCCC4)cc3)ccc12 (stereo not given),-2.1,2,1.6,-2,-0.5,2,-0.7,-0.4,-6,-0.1,-2.3
COc1ccc(-n2ncc3c(N4CCC(C)CC4)ncnc32)cc1,1.6,1,6.5*,-3,1.3,0,10*,0.7,-20,-1.2,6.6*
O=c1nc2n(Cc3ccccc3)c3ccccc3cc-2c(=O)[nH]1,x,0,0.0,-136,-3.6,-4,-1.4,0.8,-495,x,-0.1
O=C(COc1ccc2c3c(c(=O)oc2c1)CCC3)N1CCN(c2ccccc2)CC1,-1.3,-1,2.0,-9,-2.3,-5,1.5,-0.5,-34,-0.1,0.0
COc1ccc(-n2c(SCC(=O)Nc3ccccc3)nnc2-c2ccoc2C)cc1,1.5,-2,-2.1,0,0.0,-20,-0.4,-0.9,-3,-0.4,-0.2
O=C(N/C(=C\c1ccc(F)cc1)C(=O)N1CCOCC1)c1ccccc1,-1.3,2,-2.1,-1,-0.6,-3,2.1,-0.2,8,1.1,0.3
Cn1c(=O)[nH]c(=O)c2c1[nH]c(=S)n2Cc1ccc(Cl)cc1,1.7,-1,0.1,0,-1.1,4,-0.1,-0.9,-1,-0.2,-0.6
COc1ccc(NS(=O)(=O)c2cccc(C(=O)NNC(=O)c3cc(C)oc3C)c2)cc1,-0.1,0,-0.7,5,0.6,-3,-2.8,-0.6,9,0.7,-0.4
CCOC(=O)c1cc(C(C)=O)n2ccccc12,2.1,1,-1.9,-2,-1.8,2,3.2,-1.9,-3,-0.1,-0.2
CC(C)(C)S(=O)N1Cc2cc(=O)n(Cc3ccccc3)cc2[C@@H]1CCO (stereo not given in full),-0.1,-3,1.0,-5,-0.5,3,-3.4,-1.6,-58,-0.6,0.2
CC(C)OP(=O)(OC(C)C)C(NC(=O)c1cccc([N+](=O)[O-])c1)C(N)=O (stereo not given),-1.4,-3,0.6,-5,0.4,0,-0.6,-0.9,0,0.1,1.2
CCC(C)C(=O)Nc1nnc(SCC(=O)N2C(C)CCCC2C)s1 (stereo not given),-0.4,-1,-1.8,0,-2.4,0,-2.1,-0.7,2,-0.7,0.4
OCCN(CCO)c1ncnc2c1oc1ccc(Br)cc12,1.0,0,-1.1,-7,0.4,-2,-0.2,-1.0,-15,0.4,-0.5
CCCCN(C(C)=O)c1c(CC)nc2ccc(C(=O)Nc3cccc(OCC(=O)N(C)C)c3)cn12,-0.8,-1,-1.4,-2,-0.7,-2,-2.0,-1.1,-4,x,-0.7
# The list continues:
SMILES,GAA850 FXN act,SMARCA2 activ,hcDAF12 agonist,ADAM17 inh,PG9 Ab binder,GC-A act,hgDAF-12 ag,ssDAF-12 act,ADAM10 inh,DAX1 inh-1,DAX1 inh-2
C=CCn1c(C)cc(C(=O)CSc2nc3ccccc3c(=O)[nH]2)c1C,3.8,0,-1.0,-2,-0.7,-4,4.3,-0.9,-8,-1.1,1.1
COc1ccc(CCN2C(=O)CC(NNC(=O)c3ccc(F)cc3)C2=O)cc1OC (stereo not given),-1.0,-3,0.8,7,-0.3,2,1.8,-0.2,0,0.2,-0.3
O=C(NNC(=O)c1cc(-c2ccccc2)nc2ccccc12)c1csc(N2CCOCC2)n1,0.1,-2,-1.5,-2,-0.1,-4,0.3,-0.4,-3,1.4,-2.6
Cc1ccnc2nc(C(=O)OCC(=O)c3ccc(NC(=O)CC(C)C)cc3)nn12,0.8,5,-0.7,-5,-3.9,2,-3.1,-0.5,-24,5.5*,0.9
O=C(Nc1ccccc1)c1cnc(-c2ccccc2)nc1-c1ccccc1,0.2,-2,-1.9,-1,16*,6,3.5,-1.5,3,0.2,0.1
COc1ccc(N(C(=O)C(C)C)S(=O)(=O)c2ccc3ccccc3c2)cc1,-1.4,-3,-0.4,-2,1.2,-2,0.1,-1.1,-2,-0.3,0.2
CC(=O)N1N=C(c2cccc([N+](=O)[O-])c2)OC1c1ccc(Cl)cc1Cl (stereo not given),-0.4,-1,-1.8,-5,-1.0,-2,0.6,-1.1,-4,0.5,-0.2
C/C(=N\Nc1ccc([N+](=O)[O-])cc1)c1cccc(N)c1,7.4,3,1.2,-1,-3.0,-1,8.3,-1.5,4,0.9,-1.2
COc1ccc(NC(=O)N(C)[C@H]2C[C@H]3c4[nH]c5ccc(-c6ccc(OC)cc6)cc5c4CCN3C[C@H]2[C@H](C)O)cc1,1.2,0,0.0,-10,-1.9,5,2.0,-0.8,-15,0.3,-0.8
CC1=NN(C(N)=S)C(=O)C1N=Nc1cc(Cl)ccc1Cl (stereo not given),3.7,-1,-0.4,0,-2.3,2,-0.3,0.0,5,0.2,-0.2
CCCN1Cc2cccc(C(=O)Nc3ccc(S(=O)(=O)N4CCCCCC4)cc3)c2C1=O,-1.8,-3,1.2,1,-3.5,-1,-1.2,-1.1,-3,-0.6,0.4
NC(=O)NCC1CC1,2.4,1,-0.6,-1,1.2,2,0.7,-1.2,-7,0.1,0.4
Cc1ccnc2nc(C(=O)OCC(=O)N(Cc3ccccc3)C(C)C)nn12,-0.4,-3,-1.1,6,2.2,1,-0.3,-0.9,-10,-0.1,2.1
COc1ccc(CCNC(=O)c2c(O)c3ccccc3[nH]c2=O)cc1OC,1.4,-3,-0.6,-4,6.6,5,-0.8,-0.8,-5,-0.2,0.0
COc1ccc(C(CNC(=O)c2cccc(S(=O)(=O)N3CCOCC3)c2)N2CCCC2)cc1 (stereo not given),-0.9,-2,1.9,2,0.6,-3,-0.4,-0.5,-18,0.0,2.0
Cc1ccc(S(=O)(=O)N2CC(C)N(C(=O)N3CCOCC3)C2C)cc1 (stereo not given),-1.7,-2,0.4,-2,-1.6,4,-0.2,-0.8,-7,-0.2,0.2
CCCCN1CCNC[C@@H]1c1ccccc1,0.2,0,-0.8,5,1.0,-3,-1.4,-1.1,7,-0.4,0.3
COc1ccc(CNC(=O)c2cc3c(=O)n4ccccc4nc3n(CC3CCCO3)c2=N)cc1 (stereo not given),-1.7,1,0.0,-79,-0.4,6,1.6,-0.3,-223,-0.9,-0.1
COc1ccccc1NC(=S)N1CCC(c2nc3cc(C)c(C)cc3[nH]2)CC1,3.4,-2,-0.1,0,-2.1,-1,0.9,-0.8,2,-0.1,-0.4
CC(C)Cn1cnc2c(SCCc3ccccc3)nc(N)nc21,3.6,2,0.2,-44,-1.2,-4,3.4,-0.7,-151,0.9,1.3
COc1ccc(CCN(C(=O)c2ccco2)C(C(=O)NC2CCCC2)c2ccncc2)cc1OC (stereo not given),2.2,2,-2.1,0,-0.8,-5,1.4,-0.8,6,-0.8,-0.3
Cc1cc(C(=O)c2ccccc2)c(NC(=O)CN2CCOCC2)s1,-1.8,-7,0.9,-3,0.1,10,-3.1,-1.4,-5,0.6,0.8
COc1cc(NC(=S)NCc2ccco2)c(OC)cc1Cl,1.0,1,-0.3,-1,-1.2,0,0.4,0.5,-4,-0.4,0.2
COc1ccc(NC(=O)COc2cccc(-n3cnnn3)c2)cc1,0.9,-2,-2.5,-2,-2.2,1,0.4,-1.6,6,0.2,0.0
COC(=O)C1CCN(C(c2cc(OC)c(OC)c(OC)c2)c2sc3nc(C)nn3c2O)CC1 (stereo not given),0.7,-1,-0.2,-3,1.2,2,3.9,-0.7,-6,-0.4,0.2
CCN(CC)C(=O)c1cccc(-c2csc(C(C)(O)c3ccc(OC)cc3)n2)c1 (stereo not given),-6.1,-5,-2.9,-1,0.6,-2,-3.1,-1.5,6,x,-6.5

# In the list so far, these contain two or more sulfur atoms:
SMILES,GAA850 FXN act,SMARCA2 activ,hcDAF12 agonist,ADAM17 inh,PG9 Ab binder,GC-A act,hgDAF-12 ag,ssDAF-12 act,ADAM10 inh,DAX1 inh-1,DAX1 inh-2
NC(=O)CSc1nnc(CSc2ncccn2)n1-c1ccccc1,0.6,-1,-0.9,-3,-1.1,-3,1.9,-0.8,-8,0.6,-0.4
CCC(C)C(=O)Nc1nnc(SCC(=O)N2C(C)CCCC2C)s1 (stereo not given),-0.4,-1,-1.8,0,-2.4,0,-2.1,-0.7,2,-0.7,0.4
